Spn PMK inh – S. pneumoniae PMK inhibitors, primary screen, biochemical, mevalonate pathway, pilot trial included. phosphomevalonate kinase (Streptococcus pneumoniae D39). purified PMK, PK/LDH-coupled NADH absorbance 340 nm. inhibition, % at 10 µM. 65,000 tested, 0.49% active. AID 539, 2006;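 active means top-ranked compounds by inhibition in the single 10 µM screen, taking a fixed number of the strongest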;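 further: 0% = full reaction with DMSO carrier and 100% = background rate without enzyme reaction; no value below 0 was filed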
Bfl-1 displacement – Bfl-1 inhibitors, primary screen, biochemical, fluorescence polarization, FITC-Bid, mouse (AID 432). 64,000 tested, 0.02% active. FITC-Bid BH3 peptide fluorescence polarization displacement; higher % means a stronger effect. one-dose displacement, % at 20 µM; IC50 in µM for titrated hits. Bcl-2-related protein A1 (Mus musculus); in the data active means a potency from the dose series; inactive means the rest, 99 in 100 with displacement below about 15%; further: strong numbers were not always called active
Alkaline phosphatase – human TNAP enzyme inhibitors, biochemical, luminescent (AID 518); 64,000 tested, 0.09% active; one-dose inhibition, % at 20 µM; IC50 in µM for titrated hits; purified TNAP enzyme, luminescent substrate readout; higher % means a stronger effect; in the data active means a potency from the dose series; inactive means the rest, 99 in 100 with inhibition below about 22%;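 further: plate controls were vehicle for no effect and reference inhibitor for full effect; many of its hits are not listed in these tables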
HPDE-C7K KRASV12 – cytotoxicity in KRAS-transformed pancreatic duct cells, primary screen, cell-based, fluorescence, HTS (AID 431); HPDE-C7K KRASV12 cells, Alamar Blue viability, 48 h; higher % means a stronger effect; cytotoxicity, % at 10 µM, or EC50 in µM where a hit was titrated; 63,000 tested, 1.7% active;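 active means compounds whose percent cytotoxicity in the single-dose primary screen, scaled between solvent and toxic-drug controls, exceeds 50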;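 further: 0% = DMSO solvent wells and 100% = doxorubicin-treated wells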
MK inhibit – S. pneumoniae MK inhibitors, primary screen, biochemical, PK/LDH-coupled NADH absorbance; purified MK, PK/LDH-coupled NADH absorbance 340 nm; 65,000 tested, 0.48% active; inhibition, % at 10 µM; mevalonate kinase [Streptococcus pneumoniae D39];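 active means ranked among the strongest by inhibition in the single 10 µM screen, a fixed top-ranked set picked for dose follow-up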; further: no value below 0 was filed
HT1080 viability – cytotoxicity in HT1080 fibrosarcoma cells, cell-based, fluorescence readout (AID 620); one-dose cytotoxicity, % at 10 µM; EC50 in µM for titrated hits; 87,000 tested, 0.42% active; HT1080 viability, fluorescence; higher % means a stronger effect;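 further: cells exposed to compound overnight then 4 h with Alamar Blue; 0% = vehicle DMSO and 100% = killing control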
HPDE-C7 viability – cytotoxicity in HPDE-C7 cells, cell-based, fluorescence, HTS (AID 430) | HPDE-C7 pancreatic duct cells viability, fluorescence; higher % means a stronger effect | cytotoxicity, % at 10 µM; hits with a dose series show EC50 in µM | 63,000 tested, 1.8% active;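 further: cells exposed to compound for 48 hours before viability readout; 0% = vehicle and 100% = reference cytotoxic drug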
LYP inhibition – LYP phosphatase inhibitors, primary screen, biochemical, DiFMUP fluorescence, recombinant catalytic domain, 10 µM (AID 606); recombinant LYP catalytic domain, DiFMUP fluorescence; higher % means a stronger effect; Tyrosine-protein phosphatase non-receptor type 22 (Homo sapiens); inhibition, % at 10 µM; hits with a dose series show IC50 in µM; 52,000 tested, under 10 active;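 active means IC50 under 40 µM in the dose-response test; inactive means IC50 of 40 µM or more, or never dose-tested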
DPM-DC inhibit – S. pneumoniae DPM-DC inhibitors, primary screen, biochemical, PK/LDH-coupled NADH fluorescence; diphosphomevalonate decarboxylase (Streptococcus pneumoniae D39); purified DPM-DC; calls only at 10 µM; 65,000 tested, 0.49% active; AID 556, 2006;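 active means the 320 compounds with the highest percent inhibition in the single-dose primary screen, excluding strongly autofluorescent ones, cut at about 32% in these data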;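 further: kinetic rate of NADH fluorescence loss reporting ADP formed by the decarboxylase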
Spn PMK inh pilot replicates – further read-out of Spn PMK inh, marked with its call; inhibition, %; measured here: pilot screen replicates
MK inhibit pilot replicates – further read-out of MK inhibit, marked with its call; inhibition, %; measured here: pilot screen replicates
DPM-DC inhibit pilot screen % – second read-out of DPM-DC inhibit, no call of its own (marks repeat the call); inhibition, %; measured here: pilot screen trials
* = called active by the depositor; i = inactive; . = not tested or not shown; + = active, no number. Unless noted, no stated cut-off is given here; in the data, active means cytotoxicity above about 50%; inactive means the rest.

The first seven entries, ahead of the listing:
SMILES | Spn PMK inh | Bfl-1 displacement | Alkaline phosphatase | HPDE-C7K KRASV12 | MK inhibit | HT1080 viability | HPDE-C7 viability | LYP inhibition | DPM-DC inhibit | others
CC(C)C(c1nnnn1Cc1ccccc1)N(Cc1ccco1)Cc1cccs1 (stereo not drawn) | 7 | 0% | 14% | -6% | 0 | -12% | -6% | . | i
COC(=O)c1cc(S(=O)(=O)N2CCOCC2)c(N2CCOCC2)cc1N1CCOCC1 | 0 | 2% | 9% | -7% | 5 | . | 7% | . | i | Spn PMK inh pilot replicates=0.0;MK inhibit pilot replicates=0.0;DPM-DC inhibit pilot screen %=0.0
COc1cccc(/C=c2\sc3nc(-c4cccs4)nn3c2=O)c1OC | 0 | 8% | 0% | -6% | . | 0% | 25% | 11% | i
[O-][n+]1onc2c1CCc1nnc(-c3ccccc3)cc1-2 | 23 | 0% | 9% | 8% | 9 | -2% | 6% | 1% | i | Spn PMK inh pilot replicates=0.0;MK inhibit pilot replicates=6.0;DPM-DC inhibit pilot screen %=1.0
CC(Sc1sc(=S)sc1SC(C)C(=O)O)C(=O)O (stereo not drawn) | 20 | 4% | 7% | -3% | 0 | -11% | -12% | -38% | i
CCN(CC)CCCN1C(=O)C(=O)/C(=C(/O)c2ccc(C)cc2)C1c1ccccn1 (stereo not drawn) | 3 | 16% | 13% | -10% | 7 | 8% | -5% | 7% | i | Spn PMK inh pilot replicates=0.0;MK inhibit pilot replicates=0.0;DPM-DC inhibit pilot screen %=0.0
CCN(CC)CCN1C(=O)C(O)=C(C(C)=O)C1c1ccc(OC)c(OC)c1 (stereo not drawn) | 1 | 2% | 11% | 6% | 9 | -5% | 2% | . | i

The whole of this part, from the first entry:
SMILES | Spn PMK inh | Bfl-1 displacement | Alkaline phosphatase | HPDE-C7K KRASV12 | MK inhibit | HT1080 viability | HPDE-C7 viability | LYP inhibition | DPM-DC inhibit | others
CC(C)C(c1nnnn1Cc1ccccc1)N(Cc1ccco1)Cc1cccs1 (stereo not drawn) | 7 | 0% | 14% | -6% | 0 | -12% | -6% | . | i
COC(=O)c1cc(S(=O)(=O)N2CCOCC2)c(N2CCOCC2)cc1N1CCOCC1 | 0 | 2% | 9% | -7% | 5 | . | 7% | . | i | Spn PMK inh pilot replicates=0.0;MK inhibit pilot replicates=0.0;DPM-DC inhibit pilot screen %=0.0
COc1cccc(/C=c2\sc3nc(-c4cccs4)nn3c2=O)c1OC | 0 | 8% | 0% | -6% | . | 0% | 25% | 11% | i
[O-][n+]1onc2c1CCc1nnc(-c3ccccc3)cc1-2 | 23 | 0% | 9% | 8% | 9 | -2% | 6% | 1% | i | Spn PMK inh pilot replicates=0.0;MK inhibit pilot replicates=6.0;DPM-DC inhibit pilot screen %=1.0
CC(Sc1sc(=S)sc1SC(C)C(=O)O)C(=O)O (stereo not drawn) | 20 | 4% | 7% | -3% | 0 | -11% | -12% | -38% | i
CCN(CC)CCCN1C(=O)C(=O)/C(=C(/O)c2ccc(C)cc2)C1c1ccccn1 (stereo not drawn) | 3 | 16% | 13% | -10% | 7 | 8% | -5% | 7% | i | Spn PMK inh pilot replicates=0.0;MK inhibit pilot replicates=0.0;DPM-DC inhibit pilot screen %=0.0
CCN(CC)CCN1C(=O)C(O)=C(C(C)=O)C1c1ccc(OC)c(OC)c1 (stereo not drawn) | 1 | 2% | 11% | 6% | 9 | -5% | 2% | . | i
COc1ccc(C2C(C(=O)c3sc(C)nc3C)=C(O)C(=O)N2CCN(C)C)cc1 (stereo not drawn) | 7 | -5% | 12% | -15% | 7 | 10% | 0% | 3% | i | Spn PMK inh pilot replicates=2.5;MK inhibit pilot replicates=3.0;DPM-DC inhibit pilot screen %=1.5
CCCOC(=O)C1[C@H]2C(=O)N(CC3CCCO3)C[C@]23C=C[C@H]1O3 (stereo partly drawn) | 6 | -9% | 8% | 5% | 1 | 9% | -14% | 1% | i
O=C1NCCNC1(c1c[nH]c2ccccc12)C(F)(F)F (stereo not drawn) | 2 | -5% | 7% | -4% | 11 | -1% | 5% | 2% | i
O=C(Nc1ccc2c(c1)OCO2)N1CCN(C/C=C/c2ccccc2)CC1 | 5 | -10% | 9% | . | 7 | -6% | . | 1% | i
CC(=O)C1=C(Nc2ccc(C)cc2)CC(C)(O)C(C(C)=O)C1c1ccco1 (stereo not drawn) | 0 | -4% | 3% | 4% | 6 | -26% | 0% | 13% | i
O=C(C1CC1)N1CCN=C1SCc1ccccc1Cl | 0 | 0% | 6% | -6% | 6 | -3% | -16% | 10% | i
Cc1ccc(S(=O)(=O)N2CCC(C(=O)N3CCC[C@H]3C(=O)NCc3ccco3)CC2)cc1 | 4 | 3% | 9% | 5% | 13 | 0% | -9% | 2% | i
O=C(CSc1nccc(=O)[nH]1)Nc1ccc(Br)c(Cl)c1 | 9 | -8% | 9% | 0% | 5 | 5% | -9% | 3% | i
CCCC(=O)Nc1nnc(Sc2ccc(N(C)C)cc2)s1 | 10 | 6% | 3% | 2% | 8 | -9% | -2% | 10% | i | Spn PMK inh pilot replicates=2.0;MK inhibit pilot replicates=0.0;DPM-DC inhibit pilot screen %=1.5
Clc1ccc(OCc2nn3c(C4CCCCC4)nnc3s2)cc1 | 4 | -6% | 8% | 17% | 5 | -13% | 9% | . | i
CCn1nnc(NC(=O)c2c(OC)cccc2OC)n1 | 14 | -7% | 1% | -17% | 2 | 0% | -26% | . | i
CCCC1(CCC)NC(=O)N(CC(=O)Nc2cccc(OC)c2)C1=O | 12 | 1% | 6% | 4% | 4 | 15% | -5% | 2% | i
CCOC(=O)c1cc(NC(=O)c2c(C)noc2C)cc(C(=O)OCC)c1 | 12 | -3% | 8% | -14% | 9 | 1% | -14% | 7% | i
Cc1ccc(C(C(=O)NC2CCCC2)N(Cc2ccc(F)cc2)C(=O)c2csnn2)o1 (stereo not drawn) | 0 | -5% | 8% | -24% | 7 | 20% | -28% | . | i
COC(=O)C1=C(C)N(Cc2ccco2)C(=O)C1 | 9 | -3% | 17% | 1% | 8 | 8% | 0% | 15% | i | Spn PMK inh pilot replicates=4.5;MK inhibit pilot replicates=0.0;DPM-DC inhibit pilot screen %=2.0
COC(=O)c1c(NC(=O)c2ccc(Br)s2)sc2c1CCC2 | 1 | 3% | 14% | 64%* | 7 | -2% | 54%* | -1% | i
CCCCNC(=O)CN1C(=O)C(CC)Oc2ccc(Cl)cc21 (stereo not drawn) | 17 | 0% | 0% | -3% | 0 | 1% | -2% | 24% | i
Cn1c(NC(=O)CC(C)(C)C)cc(=O)n(C)c1=O | 3 | -6% | . | -1% | 0 | 4% | -6% | -10% | i
CCCn1c(=O)n(C)c(=O)c2c(SCc3cc(C(C)=O)ccc3OCC)nc(C3CC3)nc21 | 0 | -7% | 6% | 15% | 7 | 19% | 5% | . | i
Cc1ccc(NC(=O)Cn2nc(C)c3ccccc3c2=O)cc1F | 21 | -7% | 13% | 9% | 0 | -3% | -4% | 7% | i
CCOC(=O)c1oc2nc(C)c3c(c2c1N)CC(C)(C)OC3 | 2 | 1% | 7% | -9% | 0 | 3% | -10% | 8% | .
CC1(C)CC(=O)C(C=NCC(N)=O)=C(O)C1 | 5 | -3% | 3% | 2% | 7 | -3% | -8% | . | i
CCc1cc(=O)oc2cc(OC(C)=O)cc(OC(C)=O)c12 | 0 | -1% | 9% | 18% | 7 | -2% | 16% | . | . | Spn PMK inh pilot replicates=7.5;MK inhibit pilot replicates=0.0
O=C1CC(N2CCN(c3ccccc3)CC2)C(=O)N1c1ccc2c(c1)OCCO2 (stereo not drawn) | 0 | -3% | 6% | -6% | 7 | 1% | -5% | 8% | i
Cn1c(N)c(C(=O)COC(=O)C2(c3ccccc3F)CCCC2)c(=O)n(C)c1=O | 12 | -7% | 3% | -6% | 10 | 30% | -7% | . | i
O=C(Nc1ccc2c(c1)OCO2)c1cccs1 | 4 | 4% | 9% | -12% | 14 | 9% | -17% | 6% | i
CCOC(=O)N1CCC(NC(=O)c2ccc3c(c2)N(C)CCS3)CC1 | 9 | 5% | -2% | -12% | 0 | 35% | 0% | 7% | . | Spn PMK inh pilot replicates=0.5;MK inhibit pilot replicates=1.5
COc1ccccc1S(=O)(=O)n1cc(Cc2ccccc2)c(N)n1 | 14 | -2% | 13% | 4% | 5 | 11% | -3% | 10% | i | Spn PMK inh pilot replicates=0.0;MK inhibit pilot replicates=1.0;DPM-DC inhibit pilot screen %=4.0
CC(=O)Oc1ccc(C(=O)Nc2nccs2)cc1 | 3 | -4% | 8% | -26% | 4 | 3% | -14% | 20% | i
Cc1ccsc1C(=O)OCc1csc(-c2ccccc2)n1 | 10 | -5% | 18% | -16% | 9 | -8% | -18% | 0% | i
CCCOc1ccc(Cc2nn[nH]n2)cc1 | 0 | 3% | 12% | 8% | 4 | -3% | 11% | 7% | i
NCCCCCNC(=O)/C=N\O | 12 | -6% | -2% | -10% | 1 | 6% | -10% | . | i
CCOC(=O)c1[nH]c2c(c1C)C(=O)CC(c1ccc(OCC)c(OC)c1)C2 (stereo not drawn) | 17 | -6% | 4% | -1% | 1 | . | -5% | 15% | i
C=C(C)CSc1nc2c(cc1C#N)CCC2 | 0 | -2% | 15% | -11% | 5 | -3% | -8% | -1% | i
Nc1n[nH]c(-c2ccc(F)cc2)n1 | 2 | -2% | 3% | -7% | 6 | -4% | -6% | -8% | i
CCCCCSc1nc2c(c(=O)[nH]c(=O)n2C)n1C | 0 | -2% | 16% | 3% | 6 | 4% | -11% | 8% | i
COc1ccc(-c2cc(C(=O)N3CCCCC3)no2)cc1OC | 18 | -2% | 10% | -4% | 0 | -2% | -1% | 4% | i
O=C(Nc1ccc(F)c(F)c1)NC1CCCCC1 | 6 | -3% | 12% | 0% | 11 | 5% | -2% | 0% | i
CCOc1ccccc1OCC(=O)Nc1ccc(N2CCCCC2)cc1 | 0 | -1% | 12% | 11% | 4 | -2% | 2% | 14% | +
Cn1nnnc1SCC(=O)NCC(=O)c1ccccc1 | 0 | -2% | 4% | -4% | 15 | -5% | 6% | 5% | i
CCOc1ccc(NC(=O)CSc2nc3cccnc3n2CC)cc1 | 14 | 0% | 20% | 5% | 7 | -7% | -1% | 8% | i | Spn PMK inh pilot replicates=2.0;MK inhibit pilot replicates=0.0;DPM-DC inhibit pilot screen %=1.5

Screens as filed in PubChem BioAssay.
